From PubChem BioAssay
Yeast eIF2B: modulators of yeast eIF2B activity. S. cerevisiae eIF2B-epsilon R284H, GCN4-lacZ luminescence. inhibition, % at 25 µM (by protocol). 27,000 compounds, 0.91% hits. AID 688;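 active = mutant luminescence inhibited past about 50% while wild type luminescence and mutant growth stay under set limits, limit read from the data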; note: some compounds called inactive have numbers as strong as hits
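Times: 16 h growth with compound at 30 °C, 90 min Beta-Glo step; Assay system: yeast eIF2B-epsilon R284H mutant carrying GCN4–beta-galactosidase fusion; Measure: % inhibition of reporter signal and growth versus controls; Dosing: one concentration, 25 µM, 0.25% DMSO; Buffer or medium: YPD yeast growth medium; Measured by: Beta-Glo luminescence plus absorbance at 595 nm.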
Yeast growth tox: Compounds toxic to wild-type S. cerevisiae growth; A595 turbidity, 16 h; growth inhibition, % at 25 µM (by protocol); 30,000 compounds, 0.3% hits; AID 685;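 active = mutant and wild-type yeast strains alike exhibit over 30% growth inhibition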;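 note: 0% = untreated cell controls and 100% = YPD media blanks without cells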
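Incubation: 16 h growth with compound, 30 °C; Material: S. cerevisiae wild-type or eIF2Bepsilon-R284H mutant strain; Signal: turbidity measured as absorbance at 595 nm; Medium: YPD yeast growth medium; Measure: growth inhibition (%) versus cell controls and blanks; Doses: 25 µM single dose.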
Yeast growth tox inhibition %: recorded beside Yeast growth tox, whose call it bears; growth inhibition, %; S. cerevisiae eIF2Bepsilon-R284H mutant growth, A595 turbidity, 16 h;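 each compound tested once at 25 µM; 0% equals untreated cells and 100% equals cell-free medium blanks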
Yeast eIF2B mutant toxicity: also measured in Yeast eIF2B; calls as there; growth inhibition, %; measured here: mutant yeast growth, toxicity;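 each compound tested once at 25 µM; zero equals untreated control growth and 100 equals blank medium absorbance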
Starred values were filed as active, the others as inactive; x = no result given. The list is partial. The share of hits here may be higher or lower than overall.

SMILES	Yeast eIF2B	Yeast eIF2B mutant toxicity	Yeast growth tox	Yeast growth tox inhibition %
NC(=O)CSc1nnc(-c2ccc(S(=O)(=O)N3CCCC3)cc2)o1	11.1	-20.0	-12.7	-20.0
Cc1ccc(S(=O)(=O)CCc2nnc(N)s2)cc1C	-10.9	x	x	x
Cc1ccc(-n2c(Cc3cccs3)nnc2SCC(N)=O)cc1	x	x	-3.9	22.5
COc1ccccc1CNC(=O)CCC(=O)Nc1nnc(C)s1	-10.2	-14.3	19.2	-14.3
Cn1c(-c2cc(Br)ccc2O)n[nH]c1=S	16.2	6.9	27.7	6.9
Cc1occc1C(=O)Nc1ccc(Br)cc1F	18.3	23.1	18.4	23.1
CCCCn1c(=O)n(CC(=O)NCc2ccc(C)cc2)c(=O)c2c1nc(CO)n2CCC	x	x	-14.0	3.7
O=C(c1ccccc1Oc1ccccc1)N1CCN(c2ccccc2F)CC1	16.0	11.2	20.0	11.2
COc1cc(C(=O)N(Cc2ccc(N(C)C)cc2)C2CCS(=O)(=O)C2)cc(OC)c1OC (stereo not drawn)	-14.3	-10.0	-7.0	-10.0
CCOc1ccc(/C(O)=C2/C(=O)C(=O)N(CC3CCCO3)C2c2ccc(C)o2)cc1 (stereo not drawn)	-38.0	-6.8	5.8	-6.8
Cc1ccc2nsnc2c1S(=O)(=O)N(CCO)Cc1cc2cc3c(cc2[nH]c1=O)OCCO3	12.7	-8.6	29.6	-8.6
Cc1ccc(NS(=O)(=O)c2ccc(CCC(=O)NC3CC3)cc2)cc1	23.7	11.3	13.6	11.3
Brc1cc2c(cc1COc1ccc(-c3nn[nH]n3)cc1)OCO2	35.2	x	-14.7	0.0
Nc1ccccc1N1CCN(C(=O)c2ccccc2)CC1	9.6	-10.0	9.5	-10.0
CC(CN1CCCCC1)OC(=O)C(C)(c1ccccc1)c1ccccc1 (stereo not drawn)	15.6	x	-4.5	0.0
c1ccc(SCc2nc(-c3ccccn3)no2)cc1	63.6*	x	17.6	16.1
COc1nnc(-c2ccc(N3CCCCC3)c(NC(=O)C3CCCCC3)c2)c2ccccc12	x	x	14.1	2.6
O=C(NCc1ccccn1)C1CCCN(S(=O)(=O)c2cccc3nsnc23)C1 (stereo not drawn)	17.6	3.7	9.8	3.7
Oc1ccccc1-c1n[nH]c(=S)n1Cc1ccco1	x	x	14.0	20.2
CCC(=O)Nc1sc2c(c1C(=O)N(C)C)CCCCC2	x	x	17.6	-13.3
CCOC(=O)Cn1c(=O)n(CC(=O)OCC)c2ccccc21	-11.2	22.6	-7.7	22.6
Cc1ccc(F)c(NC(=O)C2CCCCC2C(=O)O)c1 (stereo not drawn)	18.6	-4.0	21.9	-4.0
COc1cccc(NC(=O)CSCC(=O)O)c1	x	x	6.8	15.2
CCOc1ccc(CN2CCN(C(=O)c3cccc(F)c3)CC2)cc1	28.6	x	x	x
O=C(Cn1nc(-c2ccc(Cl)cc2)c2ccccc2c1=O)Nc1cccnc1	x	x	5.7	13.2

Sorted by count of non-hydrogen atoms (low to high): part of the list above
SMILES	Yeast eIF2B	Yeast eIF2B mutant toxicity	Yeast growth tox	Yeast growth tox inhibition %
Oc1ccccc1-c1n[nH]c(=S)n1Cc1ccco1	x	x	14.0	20.2
COc1ccccc1CNC(=O)CCC(=O)Nc1nnc(C)s1	-10.2	-14.3	19.2	-14.3
NC(=O)CSc1nnc(-c2ccc(S(=O)(=O)N3CCCC3)cc2)o1	11.1	-20.0	-12.7	-20.0

New compounds follow:
SMILES	Yeast eIF2B	Yeast eIF2B mutant toxicity	Yeast growth tox	Yeast growth tox inhibition %
CCN(CC)S(=O)(=O)c1cccc(-c2nnc(SCc3ncc(-c4ccccc4)o3)n2C)c1	17.2	-10.3	2.5	-10.3
COC(=O)c1ccc(NC2(C#N)C(=O)Nc3ccccc32)cc1 (stereo not drawn)	3.6	3.5	-5.3	3.5
Cn1nnc(NC(=O)c2ccccc2)n1	20.3	x	x	x
COC1(OC)N=C(N)C2(C#N)C(c3cccc(Oc4ccccc4)c3)C12C#N (stereo not drawn)	9.3	-15.0	-18.2	-15.0
CCCn1c(-c2cccs2)nc2nc3ccccc3nc21	8.6	-19.1	-9.3	-19.1
COC(=O)c1ccc(NC(=O)CSc2n[nH]c(-c3ccncc3)n2)cc1	-7.6	-8.3	-23.4	-8.3
COc1ccc(N(C(=O)C(C)C)S(=O)(=O)c2ccc3c(c2)n(C)c(=O)n3C)cc1	6.7	5.0	7.1	5.0
COc1ccc(-c2nn(C)c(=O)c3ccccc23)cc1CNC(=O)CN1CCOCC1	20.8	x	8.8	0.0
CC(Oc1ccccc1)C(=O)Nc1nc2c(s1)C(=O)CC(C)(C)C2 (stereo not drawn)	x	x	14.6	17.4
COc1ccc(-c2nc3c4ccccc4[nH]c(=O)n3n2)cc1	14.2	-38.9	-30.6	-38.9
COc1ccccc1N1CCN(C(=O)Cn2nc(C(F)(F)F)c3c2CCC3)CC1	14.3	x	7.1	0.0
Clc1ccccc1CN(Cc1ccccc1)c1ncnc2nc[nH]c12	25.0	x	x	x
O=c1cc(Nc2ccc3c(c2)OCO3)[nH]c(=O)n1-c1ccc(Br)cc1	-12.0	-3.9	6.9	-3.9
CCn1nnnc1SCC(=O)c1ccc(NC(C)=O)cc1	5.7	-27.3	1.0	-27.3
CCc1nc(SCC(=O)N2CCN(C(=O)c3ccco3)CC2)c2c3c(sc2n1)CCCC3	-17.1	-4.5	-11.0	-4.5
Cc1ccc(C(=O)c2ccc([N+](=O)[O-])cc2)cc1	-20.4	1.4	7.7	1.4
Cc1ccc(N(CC(=O)Nc2ccc(F)c(Cl)c2)S(=O)(=O)c2c(C)noc2C)cc1	28.7	-13.6	-31.8	-13.6
O=c1c2c(nc3c(-c4ccccc4)c[nH]n13)CCC2	-16.1	4.8	8.3	4.8
COc1ccc(C(NC(=O)CC(C)C)NC(=O)CC(C)C)cc1OC	-9.4	-50.0	-11.8	-50.0
Cc1ccnc(NS(=O)(=O)c2ccc(NC(=O)C34CC5CC(C)(CC(C)(C5)C3)C4)cc2)n1	15.5	3.2	26.4	3.2
COc1cccc(-c2nnc3n2N=C(C(C)(C)C)CS3)c1	14.3	x	x	x
CC1(C)NC(=O)N(CCCCOc2ccc3ccccc3c2Cl)C1=O	19.6	16.2	11.9	16.2
O=C(Nc1ncc(Cc2cccc(Cl)c2)s1)C1CCCO1 (stereo not drawn)	19.2	-27.3	-0.8	-27.3
O=C(c1ccco1)N1CCCN(C(=O)c2ccco2)CC1	26.7	-19.2	-23.3	-19.2
O=C(O)CSc1nnc(Cn2cnc3ccccc32)n1CCc1ccccc1	19.9	-4.3	-17.6	-4.3

Some entries already given with just Yeast growth tox and Yeast eIF2B mutant toxicity.
mol	Yeast growth tox	Yeast eIF2B mutant toxicity
COC1(OC)N=C(N)C2(C#N)C(c3cccc(Oc4ccccc4)c3)C12C#N (stereo not drawn)	-18.2	-15.0
CCCn1c(-c2cccs2)nc2nc3ccccc3nc21	-9.3	-19.1

The list goes on.
SMILES	Yeast eIF2B	Yeast eIF2B mutant toxicity	Yeast growth tox	Yeast growth tox inhibition %
COc1ccccc1-c1nnc(SCC(=O)c2ccc(C3CCCCC3)cc2)n1Cc1ccco1	-33.3	-4.8	11.4	-4.8
O=C(COC(=O)c1ccco1)Nc1cccc(Br)c1	9.0	-14.3	-10.5	-14.3
COCCN1C=C(C(=O)OC)C(c2cc(Br)c(OC)c(OC)c2)C(C(=O)OC)=C1	14.6	10.7	8.0	10.7
C=CCNc1ncnc2c1[nH]c1ccc(Cl)cc12	9.4	-10.0	15.5	-10.0
COCCN1C(=O)C(CC(=O)Nc2ccc(C(=O)O)cc2)SC1=Nc1ccccc1 (stereo not drawn)	17.7	11.1	2.7	11.1
Cc1cc(C)c(S(=O)(=O)c2ccccc2)c(OC(=O)c2ccc(Cl)cc2Cl)n1	24.1	6.1	0.7	6.1
Cn1c(-c2sc3ccccc3c2Cl)n[nH]c1=S	x	x	31.7	23.4
CC(=O)c1c(N2CCN(C(=O)C3CCCO3)CC2)nc(=S)n(-c2ccccc2)c1C (stereo not drawn)	28.0	1.7	20.3	1.7
O=C(CN1CCN(c2ccccn2)CC1)Nc1ccc(OCc2ccccc2)cc1	-4.0	1.7	-4.0	1.7
C=CCn1c(N)c(C(=O)NCCC2=CCCCC2)sc1=S	7.8	10.3	-4.3	10.3
CC1=CC(c2ccc(Cl)cc2)n2nc(N3C(=O)CCC3=O)nc2N1 (stereo not drawn)	-20.5	1.9	2.5	1.9
COC(=O)c1sccc1NC(=O)c1csc2c1CCCC2	-0.1	-36.4	-3.9	-36.4
O=C(Nc1ccc(-c2nnc(-c3ccccc3)o2)cc1)c1ccc(Br)o1	-2.5	x	x	x
COCCN1CCn2c(nc3cc(NC(=O)c4cccs4)ccc32)C1	-42.8	9.5	6.0	9.5
NC[C@@]12CCCC1C1CCC2C1 (stereo partly drawn)	5.4	-14.3	17.3	-14.3
C=CCn1c(N)c(C(=O)NCc2ccco2)sc1=S	17.9	x	x	x
CCCn1c(NCc2cccs2)nc2ccccc21	10.1	5.3	13.8	5.3
CC(C)(C)C(=O)Nc1cc2nn(-c3ccccc3)nc2cc1Cl	21.7	16.7	-1.5	16.7
CCOc1ccc(N2CCCCn3c2nc2c3c(=O)[nH]c(=O)n2C)cc1	1.2	x	x	x
Cn1c(SCc2ccc(C#N)cc2)nnc1-c1cccc(Cl)c1	28.7	-31.5	17.7	-31.5
Cc1ccc2[nH]c(=O)c(C(c3nnnn3C3CCCC3)N3CCCc4ccccc43)cc2c1 (stereo not drawn)	8.7	x	-4.1	0.0
COc1cc(C)nc(N2CCCC(C(=O)NCC(C)C)C2)n1 (stereo not drawn)	x	x	2.5	-12.9
COc1ccc(OCC(=O)Nc2ccc(N3CCOCC3)cc2)cc1	20.7	10.5	6.2	10.5
FC(F)(F)c1cccc(N2CCc3cn[nH]c32)c1	14.4	x	x	x
COc1ccc(-n2c(Cc3cccs3)nnc2SCC(=O)Nc2ccc3c(c2)OCCO3)cc1	-32.4	9.5	-7.3	9.5

Complete entries from above. Screens in order: Yeast eIF2B	Yeast eIF2B mutant toxicity	Yeast growth tox	Yeast growth tox inhibition %
`Cc1cc(C)c(S(=O)(=O)c2ccccc2)c(OC(=O)c2ccc(Cl)cc2Cl)n1` across the screens: 24.1	6.1	0.7	6.1
`COCCN1CCn2c(nc3cc(NC(=O)c4cccs4)ccc32)C1` across the screens: -42.8	9.5	6.0	9.5

Back to the main list; the 2 compounds before the break are reprinted first.
SMILES	Yeast eIF2B	Yeast eIF2B mutant toxicity	Yeast growth tox	Yeast growth tox inhibition %
FC(F)(F)c1cccc(N2CCc3cn[nH]c32)c1	14.4	x	x	x
COc1ccc(-n2c(Cc3cccs3)nnc2SCC(=O)Nc2ccc3c(c2)OCCO3)cc1	-32.4	9.5	-7.3	9.5
Cc1ccccc1COc1ccc(/C(O)=C2/C(=O)C(=O)N(CCCn3ccnc3)C2c2ccco2)cc1 (stereo not drawn)	-7.4	x	-2.6	0.0
O=C(NC1CCCCC1)C(c1ccccc1)N1CCC2(CC1)OCCO2 (stereo not drawn)	21.2	14.8	5.0	14.8
O=C(CSc1nnc(Cc2ccc3c(c2)OCO3)n1C1CCCCC1)NC1CCCC1	29.1	11.8	-0.3	11.8
COc1ccc(C(=O)COC(=O)CCCn2c(=O)oc3ccccc32)cc1	18.9	4.5	18.1	4.5
O=C(C[n+]1ccc(C(=O)N/N=C/c2ccc(OCc3ccccc3)cc2)cc1)c1ccccc1	29.7	5.0	8.5	5.0
CCOC(=O)Cn1nc(C)c2c1CCCC2=O	x	x	20.4	15.2
CCOc1ccccc1Oc1coc2cc(O)ccc2c1=O	19.5	22.6	9.2	22.6
CNC(=O)CSc1nc(N)c2c3c(sc2n1)CCC3	37.2	-27.8	10.3	-27.8
COc1ccc(Cl)cc1-n1c(=S)sc2c(=O)[nH]c(SCC(=O)NCC3CCCO3)nc21 (stereo not drawn)	-6.3	14.8	7.9	14.8
COc1ccc2cc(C(=O)N3CCOCC3)sc(=O)c2c1OC	20.5	19.4	18.2	19.4
CCOc1ccc(C(C#N)N2CCOCC2)cc1OC (stereo not drawn)	15.2	7.1	12.9	7.1
COc1ccc(Cc2nnc(SC)[nH]c2=O)cc1OC	8.7	3.1	-4.5	3.1
COC(=O)c1cc(=O)c2ccc(OC)cc2o1	26.0	8.3	2.6	8.3
Cc1ccc(N=Cc2nc(-c3ccco3)oc2O)cc1	23.9	9.1	-0.3	9.1
COc1ccccc1C(=O)Nc1ccc2c(c1)nc(CCNC(C)=O)n2C	13.0	-23.8	-4.9	-23.8
O=S(=O)(c1cccc(S(=O)(=O)N2CCC(n3nnc4ccccc43)CC2)c1)N1CCCCC1	21.3	7.4	-1.4	7.4
COCCNC(=O)CN(Cc1ccc(Cl)cc1)S(C)(=O)=O	20.2	29.7	19.3	29.7
CCOc1ccccc1C(=O)N(CCC(=O)OC)c1ccccn1	-22.4	9.1	-10.0	9.1
CCNC(=O)CSc1nnc(C2CC2)n1-c1ccccc1	x	x	18.2	8.7
COC(=O)c1cc(Br)c(=O)n(-c2ccccn2)c1	-36.7	16.7	11.7	16.7
